MT1-MMP txn act: MT1-MMP promoter reporter activation – cell-based, luciferase luminescence, primary screen; HT1080 MT1-MMP promoter luciferase reporter, overnight; active compounds read high; activation factor at 10 µM; 0.16% of 86,000 active; AID 750, 2007;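 active means activation factor of at least 2 for MT1-MMP transcription at 10 µM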
PLAP activator: PLAP enzyme activators, biochemical, luminescence, HTS | purified PLAP enzyme, luminescent substrate read-out; active compounds read high | activation fold at 20 µM | 1.2% of 96,000 active | AID 696, 2007; in the data active means activation fold above about 2
Target sequence (P05187 whole entry, looked up): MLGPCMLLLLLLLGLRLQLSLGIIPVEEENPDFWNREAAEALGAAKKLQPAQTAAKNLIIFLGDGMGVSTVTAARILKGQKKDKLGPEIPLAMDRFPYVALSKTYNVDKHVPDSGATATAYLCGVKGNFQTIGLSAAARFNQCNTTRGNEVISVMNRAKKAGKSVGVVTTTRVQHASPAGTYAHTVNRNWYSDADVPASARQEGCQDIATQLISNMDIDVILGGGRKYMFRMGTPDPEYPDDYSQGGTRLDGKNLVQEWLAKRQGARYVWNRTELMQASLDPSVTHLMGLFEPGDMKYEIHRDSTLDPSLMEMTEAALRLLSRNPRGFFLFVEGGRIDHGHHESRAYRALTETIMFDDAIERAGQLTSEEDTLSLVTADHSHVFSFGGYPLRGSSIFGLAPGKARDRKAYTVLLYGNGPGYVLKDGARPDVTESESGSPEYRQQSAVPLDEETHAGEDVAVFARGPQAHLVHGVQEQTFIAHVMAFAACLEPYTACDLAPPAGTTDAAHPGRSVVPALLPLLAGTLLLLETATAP
S1P2 antag: human S1P2 receptor antagonists, primary screen, cell-based | Sphingosine 1-phosphate receptor 2 (Homo sapiens), O95136 | cell-based S1P2 antagonist assay, inhibition at 5 uM | inhibition, % at 5 µM | 0.21% of 97,000 active; in the data active means inhibition above about 45%;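 further: CRE beta-lactamase reporter cells expressing human S1P2 stimulated with S1P; 0% = agonist at EC80 alone and 100% = agonist plus reference antagonist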
Target sequence (O95136 whole entry, looked up): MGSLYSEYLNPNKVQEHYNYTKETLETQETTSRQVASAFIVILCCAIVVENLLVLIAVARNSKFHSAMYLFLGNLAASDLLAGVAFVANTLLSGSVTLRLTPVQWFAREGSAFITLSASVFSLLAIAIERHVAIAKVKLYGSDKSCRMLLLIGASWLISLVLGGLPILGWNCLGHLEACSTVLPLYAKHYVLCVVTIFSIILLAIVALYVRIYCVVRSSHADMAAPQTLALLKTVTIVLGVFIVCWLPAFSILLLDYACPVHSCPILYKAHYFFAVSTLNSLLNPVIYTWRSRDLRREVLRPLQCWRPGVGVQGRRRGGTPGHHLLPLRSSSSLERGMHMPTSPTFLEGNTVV
S1P2 ag: S1P2 receptor agonists, primary screen, cell-based; AID 729, 2007; S1P2-expressing cell line, agonist reporter read-out; activation, % at 4.5 µM; 0.46% of 97,000 active; Sphingosine 1-phosphate receptor 2 (Homo sapiens), O95136; in the data active means activation above about 16%;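 further: 0% = vehicle low control and 100% = maximal reference agonist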
HIV Rev-RRE inh: HIV-1 Rev-RRE binding inhibitors, primary screen, biochemical, FRET, protein-RNA interaction; P05866; Rev peptide-RRE RNA binding; inhibition, % at 8 µM; 0.79% of 97,000 active; AID 704, 2007;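 active means inhibition above the screen-wide mean plus 3 SD, cut at about 35% in these data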;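 further: 0% = median DMSO wells and 100% = median Neomycin B control wells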
Target sequence (P05866 whole entry, looked up): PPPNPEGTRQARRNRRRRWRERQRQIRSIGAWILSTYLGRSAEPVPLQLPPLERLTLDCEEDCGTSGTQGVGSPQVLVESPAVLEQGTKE
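System: Cy5-labelled duplex RRE RNA binding fluorescein-labelled HIV Rev peptide; Signal: fluorescein-to-Cy5 FRET, 480 nm excitation; Also added: labelled Rev peptide; Compound: one concentration, 8 µM nominal; Buffer or medium: HEPES pH 7.5 salt buffer with EDTA; Read-out: % inhibition of FRET ratio versus controls; Schedule: 5 min preincubation and 15 min binding, 25 °C.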
PLK1 inh: human PLK1 kinase inhibitors, primary screen, biochemical, TR-FRET | Serine/threonine-protein kinase PLK1 (Homo sapiens), P53350 | recombinant PLK1 kinase, TR-FRET peptide phosphorylation | inhibition, % at 10 µM | 0.53% of 97,000 active | AID 619, 2007;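 active means inhibition of 50% or more in the single-concentration screen; inactive means inhibition below 50%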;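 further: 0% = DMSO max control and 100% = H-89 dihydrochloride min control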
FAK blocker: FAK kinase inhibitors, primary screen, biochemical | AID 727, 2007 | 0.84% of 97,000 active | Focal adhesion kinase 1 (Homo sapiens), Q05397 | biochemical FAK kinase activity assay | inhibition, %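 (tested at 7 µM)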; in the data active means inhibition above about 19%;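 further: 0% = DMSO and 100% = reference compound high control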
EphB4 antag: EphB4-ephrin-B2 interaction antagonists, primary screen, biochemical, TNYL-RAW peptide probe, fluorescence polarization | Ephrin type-B receptor 4 (Homo sapiens), P54760 | EphB4 LBD / TNYL-RAW-Alexa532 peptide | inhibition, % at 7 µM | 0.15% of 97,000 active | AID 720, 2007;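 active means inhibition above the screen-wide mean inhibition plus 3 SD, cut at about 15% in these data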;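 further: 0% = DMSO wells and 100% = excess unlabeled TNYL-RAW peptide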
Plk1 PBD FP: Plk1 polo box domain binding inhibitors, primary screen, biochemical, fluorescence polarization. 0.13% of 97,000 active. Plk1 PBD phosphopeptide binding. inhibition, %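 (tested at about 20 µM)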. Serine/threonine-protein kinase PLK1 (Homo sapiens), P53350; in the data active means inhibition above about 34%, passing the limit was not always enough
The depositor's hits bear a star; nt = not tested or not shown.

SMILES	MT1-MMP txn act	PLAP activator	S1P2 antag	S1P2 ag	HIV Rev-RRE inh	PLK1 inh	FAK blocker	EphB4 antag	Plk1 PBD FP
COC(=O)c1ccccc1N=C(SC)N(C)C	0.9	1.1	-18	-4	0	-7	0	-4	18
O=c1cc(-c2ccccc2)c2ccc(O)c(CN3CCCCC3)c2o1	0.9	1	2	-3	10	-10	2	-2	4
O=C(COC(=O)CCC(=O)c1ccc(F)cc1)Nc1ccc(N2CCOCC2)cc1	1.1	1.1	-5	-4	-1	-11	-2	-7	11
CCn1c(=O)c2cc(S(=O)(=O)NCc3ccccc3)ccc2n(CC)c1=O	1	0.9	-4	-2	11	-12	-2	4	11
Cc1nnc(NC(=O)CSc2nc3ccccc3o2)s1	1	nt	-1	-4	1	-8	-1	-4	1
CCCCOc1ccc(/C=N/NC(=O)c2csc(C)c2C)cc1	nt	1.5	0	0	12	-7	1	0	-3
CC1CCN(C(=O)C(C)Sc2nc(-c3ccccc3)cc(C(F)(F)F)n2)CC1 (stereo unspecified)	nt	1.5	5	-9	-1	-5	0	5	9
CCc1ccc(N2CC(C(=O)N/N=C/c3cccc([N+](=O)[O-])c3)CC2=O)cc1 (stereo unspecified)	nt	0.9	22	0	16	6	7	5	-7
CCCC1(C(=O)OC)NC(c2ccco2)C2C(=O)N(c3ccc(C)cc3)C(=O)C21 (stereo unspecified)	1.1	1	15	-4	9	-2	7	4	21
O=C1CC(c2ccccc2)Cc2nc(NCc3ccco3)ncc21 (stereo unspecified)	1.2	0.8	-16	2	12	-6	0	4	2
CCn1c(=O)c(C(=O)NCc2cccnc2)c(O)c2ccccc21	1.2	0.9	11	-4	5	-5	-1	0	4
COc1ccc(NC(=O)CN(c2cc(C)cc(C)c2)S(=O)(=O)c2c(C)noc2C)cc1	1.1	0.8	4	-5	8	-6	1	-7	13
CCOCCCNC(=O)CCCn1nc(C)n2c(cc3sccc32)c1=O	1	1.4	3	-2	2	-6	1	-6	1
NC(=O)C1CC(=O)N(c2ccc(OCC(=O)Nc3cccc(C(F)(F)F)c3)cc2)C1 (stereo unspecified)	1	1.6	-26	-2	8	0	0	5	3
NC(=O)C1CCN(C(c2ccccc2)c2nnnn2C2CCCC2)CC1 (stereo unspecified)	1.3	nt	-44	-3	1	-14	0	-5	-4
CCc1ccc(NC(=O)CSc2nc3ccccc3c(=O)n2CCN2CCOCC2)cc1	1	1.8	6	-7	0	-8	-6	8	-9
Cc1cc(NC(=O)CSc2nc3ccsc3c(=O)n2Cc2ccccn2)n[nH]1	1.5	1.6	-7	-3	-10	2	-6	-7	15
COc1ccc(C(OC(=O)c2ccco2)C(=O)NC2CCCCC2)cc1OC (stereo unspecified)	1.2	1	0	0	2	-9	-2	-7	-7
C=CCOc1ccc(C(=O)NC2CCCCC2)cc1	nt	0.8	-1	-2	-1	-9	-1	-3	-2
CCOC(=O)N1CCN(c2nc3ccccc3nc2C(C#N)S(=O)(=O)c2ccc(C)cc2)CC1 (stereo unspecified)	1	1.3	17	-3	7	-14	5	1	34
Cn1c(SCC(=O)N2CCN(c3ccccc3)CC2)nnc1-c1ccco1	1.1	1.1	-5	1	2	-16	0	-8	17
Cc1ccc2[nH]c(=O)c(CNC(C)C)cc2c1	1.2	0.9	17	-6	7	-17	2	6	-2
Cc1csc(NC(=O)c2cc3c(s2)CCCC3)n1	nt	1.1	-35	-3	3	-9	1	-7	14
O=C(c1cccnc1)N1CCN(Cc2cccc(F)c2)CC1	nt	1	-6	-2	0	-9	2	0	-13
C1CCc2c(nnc3c2-c2nonc2CC3)C1	1	0.7	3	-3	2	3	0	-11	3
COC(=O)c1cc(Br)ccc1OC(=O)c1cccnc1	1.1	1.1	-1	-7	4	-9	-1	5	-6
Cc1cccc(N2C(N)=C(C#N)C(C#N)(C#N)C2c2ccccc2)c1 (stereo unspecified)	1	0.9	-12	-10	13	-7	14	1	-10
COc1ccc(CNC(=O)CN(Cc2ccc(Cl)cc2)S(=O)(=O)c2ccccc2)cc1	1.1	0.6	-2	-5	9	-15	2	3	9
Cc1cc(C(F)(F)F)nn1Cc1n[nH]c(=S)n1-c1cccc(Cl)c1	nt	1	13	-7	1	3	-4	1	-7
Cc1c(C(=O)NCCSCc2c(Cl)cccc2Cl)cccc1[N+](=O)[O-]	nt	0.9	0	-8	15	-9	-3	-9	-5
Cc1nn(-c2ccccc2)c2c1C(c1ccc(O)c(O)c1)N1C(=N2)C(Nc2ccccc2)=Nc2ccccc21 (stereo unspecified)	1	1.5	85*	-12	7	9	-2	-6	-10
Cc1ccc(NC(=O)C2CCCN(S(=O)(=O)c3c(C)noc3C)C2)cc1F (stereo unspecified)	1	1	-15	-1	9	-1	-1	-5	12
CCOC(=O)CN1CCc2c(C)nc3c(-c4ccc(OC)c(OC)c4)cnn3c21	nt	1.2	2	-1	3	-14	-1	1	11
COc1ccc(C2C(C(=O)N3CCOCC3)CCC(=O)N2c2ccc(OC)cc2)cc1 (stereo unspecified)	0.8	1.5	-13	-2	-2	-9	-2	-2	7
Nc1c(C(=O)Nc2ccc(Cl)cc2)oc2ccccc12	1.7	0.9	5	-7	1	-4	-3	4	-13
COC(=O)c1sc(NC(=O)COc2ccc(OC)cc2)nc1C	1.3	nt	-13	-4	5	-12	-4	12	-16
Cc1cccc(-n2c(=O)[nH]c3c(C(N)=O)nc(CC(C)C)nc32)c1	1.3	1.1	-18	0	6	-14	14	3	-24
O=C(CSc1nnc2scc(-c3ccccc3)n12)c1ccc2c(c1)OCCO2	1.1	0.8	-9	2	6	59*	2	-9	-26
CCCN1C(=O)/C(=C/c2c(NCCCOCC)nc3c(C)cccn3c2=O)SC1=S	nt	1.1	4	0	76*	-17	0	-4	-28
COc1cc(OC)c(OC)cc1/C=N/N(C)c1ccccc1	1.2	1.2	-5	-5	-1	-6	0	4	0

Molecules above containing a CF3 group:
SMILES	MT1-MMP txn act	PLAP activator	S1P2 antag	S1P2 ag	HIV Rev-RRE inh	PLK1 inh	FAK blocker	EphB4 antag	Plk1 PBD FP
CC1CCN(C(=O)C(C)Sc2nc(-c3ccccc3)cc(C(F)(F)F)n2)CC1 (stereo unspecified)	nt	1.5	5	-9	-1	-5	0	5	9
NC(=O)C1CC(=O)N(c2ccc(OCC(=O)Nc3cccc(C(F)(F)F)c3)cc2)C1 (stereo unspecified)	1	1.6	-26	-2	8	0	0	5	3
Cc1cc(C(F)(F)F)nn1Cc1n[nH]c(=S)n1-c1cccc(Cl)c1	nt	1	13	-7	1	3	-4	1	-7

(more compounds)
SMILES	MT1-MMP txn act	PLAP activator	S1P2 antag	S1P2 ag	HIV Rev-RRE inh	PLK1 inh	FAK blocker	EphB4 antag	Plk1 PBD FP
CCOC(=O)c1cccc(NC(=O)CN(C)S(=O)(=O)c2cnc[nH]2)c1	1.1	1.2	6	-4	5	-12	9	-1	10
Cc1ccc(Cn2c(=O)sc3ccccc3c2=O)cc1	nt	0.8	14	-10	2	-3	-2	7	-2
O=C(c1cccc(N2C(=O)C3CC=CCC3C2=O)c1)N1CCCCCC1 (stereo unspecified)	1.1	nt	-10	-3	-4	-9	0	-5	5
CCC(Oc1ccc(C)c(C)c1)C(=O)O (stereo unspecified)	1.1	0.8	20	-3	7	1	1	4	-9
COc1ccc(S(=O)(=O)N(CC(=O)N2CCOCC2)Cc2ccccc2)cc1	1	nt	-2	-7	3	-10	1	-6	-12
CCC(c1nnc(SCC(=O)NCC2CCCO2)n1Cc1ccccc1)N(C)C (stereo unspecified)	1	nt	-5	-2	-5	-12	-5	-5	11
CCCC(=O)Nc1cccc(NC(=O)c2ccccc2Br)c1	nt	0.8	16	-7	3	-15	-4	-5	-22
Cc1ccc(-c2n[nH]c(=O)c3ccccc23)cc1S(=O)(=O)N(C)CCO	1.1	1.5	-15	-4	-2	-5	3	-2	10
C=CCn1c(COC)nnc1SCC(=O)c1ccc(F)cc1	1.1	1.3	-15	-3	-1	-14	2	0	3
O=C1c2ccccc2-c2nc3ccccc3nc21	1.5	0.8	-13	-4	3	-5	1	3	12
Cc1ccc(OCC(=O)NNC(=O)c2cc3ccccc3o2)cc1C	nt	1.1	4	-4	-1	-8	7	-2	-16
CC(NC(=O)c1ccc(NS(C)(=O)=O)cc1)c1ccccc1 (stereo unspecified)	1.3	0.7	-11	-1	2	-8	-1	3	5
CCOC(=O)C1CCCN(C(=O)c2cnn3c(C(F)(F)F)cc(-c4ccccc4)nc23)C1 (stereo unspecified)	1.2	1.5	-20	-3	4	-15	3	-2	16
C=CCn1c(SCc2ccc(F)cc2)nc2c1c(=O)[nH]c(=O)n2C	1.1	1.1	-16	-2	8	7	1	2	-17
CCOC(=O)c1nnn(-c2nonc2N)c1-c1ccccc1	1.1	1	-3	-6	-2	4	0	-11	-13
Cc1ccc2nc(C3CCCN(C(=S)Nc4cccc(C)c4C)C3)[nH]c2c1 (stereo unspecified)	nt	0.9	9	-8	2	-6	1	0	5
CN(CC(=O)NCCC1=CCCCC1)S(=O)(=O)c1ccc2c(c1)c(=O)n(C)c(=O)n2C	1	1.3	-25	-5	4	-9	-2	3	-17
CCOC(=O)CN1C(=O)C(C)(C)Oc2ccc(C(=O)Nc3ccccc3OC)cc21	1.2	1.8	10	-7	7	-6	3	-1	-19
CC(=O)c1cccc(N=C2C(=O)Nc3ccccc32)c1	1.3	0.9	-4	-2	5	-15	-3	6	-8
Clc1cccc(CNc2nnnn2-c2ccccc2)c1	1.1	0.9	0	-6	-2	-10	6	-8	-27
CN(Cc1cccc(F)c1)C(=O)c1ccc(S(=O)(=O)C(F)F)cc1	1.1	1	-10	-5	-1	-12	-1	-2	-1
COc1ccc(CNc2ccccc2)cc1Br	1.5	nt	-1	-1	-4	-8	1	6	-8
Cc1noc(C)c1C(=O)OCC(=O)c1c[nH]c2ccccc12	1.2	1.3	-1	-4	15	-7	1	-1	-20
CCC(C)NC(=O)c1ccc(CSCc2cccc(F)c2)o1 (stereo unspecified)	1.1	1.2	8	-4	12	-9	-3	6	-25
O=C(c1cnn2c(C(F)F)cc(C3CC3)nc12)N1CCCC1	1.1	1.1	-16	-4	4	-2	0	-4	4
Cn1c(=O)c2c(nc(NCc3cccnc3)n2Cc2ccc(Cl)cc2)n(C)c1=O	1	1.1	-4	-8	-3	34	0	4	14
O=C(Nc1nccs1)c1cc2c(s1)-c1ccccc1OC2	nt	1.1	-9	4	-2	-7	1	-16	3
O=C(Cc1ccc(Cl)cc1)N1CCN(C(=O)c2ccco2)CC1	1.1	1	-1	-2	-1	-2	0	2	-23
CCC1S/C(=N\S(=O)(=O)c2cccs2)N(C2CCCCC2)C1=O (stereo unspecified)	1.3	0.8	-5	-1	12	-3	-2	9	17
N#Cc1ccc(-c2ccc(F)cc2)nc1Oc1ccc(F)cc1	nt	1.1	-2	-2	5	-22	-1	2	-3
COc1ccc2c(Cl)c(C(=O)NCCCn3ccnc3)sc2c1Cl	1.1	0.8	-9	-1	-5	-9	17	-2	-2

Two entries from above, with values ahead of the structure:
MT1-MMP txn act	PLAP activator	S1P2 antag	S1P2 ag	HIV Rev-RRE inh	PLK1 inh	FAK blocker	EphB4 antag	Plk1 PBD FP	Molecule
1	1.1	-4	-8	-3	34	0	4	14	Cn1c(=O)c2c(nc(NCc3cccnc3)n2Cc2ccc(Cl)cc2)n(C)c1=O
nt	1.1	-2	-2	5	-22	-1	2	-3	N#Cc1ccc(-c2ccc(F)cc2)nc1Oc1ccc(F)cc1
